Compound activity as filed in PubChem.
FUS suppressor = FUS proteinopathy suppression in yeast; S. cerevisiae FUS-expressing, growth rescue, OD600, 24 h; Potency, µM (titrated, usually from 76.6 µM), for the others: at the highest dose growth rescue (activation), most hits filed as activators; 390,000 tested, 0.24% active; AID 1347120;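 note: potency is the fitted concentration of half-maximal effect; plate controls were DMSO vehicle for no effect and reference control for full effect; nearly all actives have a fitted effect of over 55% in size; some results filed as inactive show a strong effect at the top dose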
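Read-out: OD at 600 nm after 24hr at 30C, reporting rescue of FUS-induced yeast toxicity. Cells at OD 0.005 in galactose (2%) minimal medium; compounds tested in a dilution series; CP55940 titration from 92uM final as control.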
EPAC2 antagonist = blocks human EPAC2 exchange factor. Q8WZA2. EPAC2 GEF exchange of Rap1B-BODIPY-GDP, fluorescence. Potency, µM (doses to about 114 µM), for the others: at the top dose activity, negative = inhibition, hits mostly inhibitors. 360,000 tested, 0.18% active. AID 720708; note: potency is the fitted concentration of half-maximal effect; % is set by controls: 0 for no effect and ±100 for the full control effect; nearly all actives have a fitted effect of over 45% in size; many of its hits are not listed in these tables
D3 ag = agonists of human D3 dopamine receptor; P35462; AID 652048; D3R DiscoveRx beta-arrestin cells, luminescence, 90 min; 410,000 tested, 0.58% active; max activation, %; in the data active = max activation above about 30%; note: 0% is about no effect; mostly tested at two doses, the higher about 12 µM
Target sequence (P35462 whole entry, looked up): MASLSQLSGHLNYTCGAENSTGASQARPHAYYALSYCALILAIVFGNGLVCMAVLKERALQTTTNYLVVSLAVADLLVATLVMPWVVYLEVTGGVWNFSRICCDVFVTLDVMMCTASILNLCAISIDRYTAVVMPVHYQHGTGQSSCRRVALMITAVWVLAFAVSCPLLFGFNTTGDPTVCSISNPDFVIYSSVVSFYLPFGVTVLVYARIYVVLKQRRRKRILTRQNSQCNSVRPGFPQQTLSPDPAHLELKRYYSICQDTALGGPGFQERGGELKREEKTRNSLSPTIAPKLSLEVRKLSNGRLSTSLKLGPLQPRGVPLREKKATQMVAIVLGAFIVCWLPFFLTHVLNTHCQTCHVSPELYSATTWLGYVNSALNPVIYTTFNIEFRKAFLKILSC
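Agonist-mode cell screen: cells plated at 1500/well and incubated overnight at 37 °C, then exposed to library compounds for 90 min at 37 °C. Detection reagent was added for 30–60 min at room temperature, and luminescence was read.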
aSyn yeast inh = rescues yeast growth from alpha-synuclein toxicity; Yeast expressing alpha-synuclein, growth rescue, BacTiter-Glo, 24 h; Potency, µM (series often up to 46.1 µM), for inactives: top-dose growth rescue (activation), actives largely listed as activators; 370,000 tested, 0.14% active; AID 652106; note: potency is the fitted concentration of half-maximal effect; % of control where 0% means no effect; nearly all actives have a fitted effect of over 65% in size
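Screening used galactose-induced yeast with toxic alpha-synuclein levels, exposed to compound for 24 hr at 30 deg C. Cell growth, read with BacTiter-Glo luminescence, gave the measured signal.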
EPAC2 ag = EPAC2 (human) agonism; Q8WZA2; EPAC2 activation, biochemical qHTS; response scale: 100% = 6.5 mM cAMP response; Potency, µM (top dose mostly 154 µM), inactives show at the top dose activation, most hits filed as activators; 360,000 tested, 0.079% active; AID 720711; note: potency is the fitted concentration of half-maximal effect; nearly all actives have a fitted effect of over 50% in size
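EPAC2 (100 nM) mixed with Rap1B loaded with BODIPY-GDP (250 nM) plus 50 uM unlabeled GDP; compounds pinned in, 5 min RT, then read every 5 min for 30 min (ex 480, em 540 nm). Normalized to cAMP control.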
TDP-43 yeast inh = rescues yeast growth from TDP-43 toxicity; TDP-43 expressing yeast growth rescue, BacTiter-Glo, 24 h; Potency, µM (titrated, usually from 46.1 µM), for inactives: at the highest dose growth rescue (activation), hits mostly activators; 410,000 tested, 1.8% active; note: potency is the fitted concentration of half-maximal effect; % of control where 0% means no effect; nearly all actives have a fitted effect of over 50% in size
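Yeast expressing TDP-43 (pregrown in raffinose, seeded at OD600=0.02 in galactose medium) exposed to compounds 24 hr at 30 deg C. Growth read by BacTiter-Glo luminescence; rescue of toxicity appears as increased signal.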
Abeta yeast res = restores growth of yeast expressing A-beta42 peptide; yeast expressing A-beta42, growth rescue, OD600, 48 h; response scale: 0% DMSO, 100% iron-clioquinol control; Potency, µM (series often up to 46.1 µM), for inactives: top-dose growth rescue, hits mostly activators; 410,000 tested, 0.063% active; AID 1347071; note: potency is the fitted concentration of half-maximal effect; nearly all actives have a fitted effect of over 55% in size
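Yeast growth medium received pinned compounds, then yeast cells expressing toxic A-beta were added; plates incubated at 30 C for 48 hr. Growth read as absorbance at 600 nm, normalized to DMSO and equimolar FeCl3 plus clioquinol controls.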
D3 antag = D3 dopamine receptor (human) antagonism; P35462; D3R cells, DiscoveRx beta-arrestin luminescence, antagonist mode; stronger effect = lower value; max response, negative = inhibition, %; 360,000 tested, 2.5% active; in the data active = max response below about -50%; inconclusive = no clear call, values can overlap the other calls; note: % is set by controls: 0 for no effect and ±100 for the full control effect; mostly tested at two doses, the higher about 12 µM
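Cells expressing the human receptor were seeded at 1500 cells/well, incubated overnight at 37 degrees C in 5% CO2, then exposed to library compounds with dopamine controls for 90 minutes at 37 degrees C before luminescent detection.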
* hit, by the source's call; ? = inconclusive; . = no result given; & = joins results of further samples; [ ] = dose if it differs, or a comment. Unless noted, calls come from the whole dose curve; as a rule, active = well fitted curve in the direction sought with a large enough effect; inconclusive = small, poorly fitted or top-dose-only effect, or another doubt; inactive = no such curve, though single readings can be large; an effect the other way counts as inactive or inconclusive. Some of the compounds tested; rates above refer to the full screens.

SMILES | FUS suppressor | EPAC2 antagonist | D3 ag | aSyn yeast inh | EPAC2 ag | TDP-43 yeast inh | Abeta yeast res | D3 antag
O=C(Cc1ccccc1Cl)NC1(O)C(=O)c2ccccc2C1=O | 5% | -12% | -12 | -2% | 7% | -32% | -8% | ?
Cc1ccc2[nH]c(=O)c(CN(CCCN3CCOCC3)Cc3nnnn3C3CCCC3)cc2c1 | 22% | 11% | -5 | -1% | 1% | -38%[inhibitor] | 19% | 0
COc1ccc(C2(CNC(=O)Cc3ccccc3)CCCC2)cc1OC | 9% | 5% | 8 | 0% | -20% | -5% | -5% | 15
Cc1cccc(CN2C(=O)c3ccccc3Sc3ccc(C(=O)NCc4cccs4)cc32)c1 | 19% | . | -12 | . | . | 24% | -8% | .
COc1ccc2nc(SCC(=O)Nc3ccccc3C#N)[nH]c2c1 | -6% | 19%[57.1 µM] | 7 | 0% | -9% | 7% | 12% | 28
C[C@@H]1CN([C@H](C)CO)C(=O)CCCn2nncc2CO[C@H]1CN(C)Cc1cccnc1 | -25% | 2% | -6 | -3% | 12% | 15% | -7% | -15
CC(=O)c1ccc(NS(=O)(=O)c2ccc(C)cc2)cc1 | 24% | -4% | -5 | 9% | 1% | -6% | 5% | -15
Cc1ccc(S(=O)(=O)NNC(=O)c2cccs2)c(C)c1 | . | 17% | 2 | 0% | 14% | -19% | -3% | 13
O=C1CCC/C=C/C[C@@H](CC(=O)N(CCO)Cc2ccccc2)C(=O)NC[C@H](c2ccccc2)O1 | 7% | 10% | -19 | -8% | 3% | -8% | -6% | 0
O=C(NCc1ccc2c(c1)OCO2)c1nc(S(=O)(=O)Cc2ccccc2F)ncc1Cl | -13% | -15% | 3 | 10% | 7% | ? | 1% | -92*
Cn1c(-c2ccccc2)cnc1NCc1ccc(-c2ccccc2)cc1 | 38% | -3% | -8 | -11% | 9% | ? | -4% | -10
O=C(NN=C1CCCCCCCCCCC1)c1cccc(S(=O)(=O)N2CCOCC2)c1 | 5% | 4% | 2 | 3% | 8% | 15% | -12% | 6
COc1ccc(CC(=O)OCC(=O)Nc2ccc3[nH]c(=O)[nH]c3c2)cc1OC | -15% | -8% | 1 | 1% | 6% | 21% | 6% | 16
Cc1oc2ncnc(N3CCOCC3)c2c1C(=O)NCc1ccccc1 | 12% | . | 4 | . | . | 0% | -12% | .
O=C(NC1CCCCC1)NS(=O)(=O)c1ccc2c(c1)CCC2 | . | 8% | 3 | ? | 7% | ? | -13% | 6
CC(=O)c1ccc(N2CCN(C(=O)c3cc(S(=O)(=O)N4CCCCCC4)cn3C)CC2)cc1 | ? | . | 4 | . | . | 21% | -9% | .
COc1ccc(-n2c(SCC(=O)Nc3ccc(C(=O)O)cc3)nnc2-c2cccs2)cc1 | ? | -4% | 1 | -16% | -6% | 3% | -13% | -18
Cc1ccccc1CN1CCCC(C(=O)N2CCCCC2)C1 (stereo not given) | -27% | 6% | -5 | -6% | 12% | 8% | 4% | -22
COc1ccc(CNC(=O)Cn2c(=O)oc3cc(S(=O)(=O)N4CCCC4)ccc32)cc1 | -8%&-8% | -9% | 8&-5 | -1% | -13% | 13%&7% | -18%&-16% | 3
CCn1c2ccccc2c2cc(NC(=O)C(C)OC(=O)c3ccc(NC(=O)CC#N)cc3)ccc21 (stereo not given) | -6% | 17% | 2 | -9% | -4% | 0% | -4% | 10
Cc1cccc(S(=O)(=O)Nc2ccc(-c3nc4ccc(C)cc4s3)cc2)c1 | 21% | -6% | 2 | 25% | 14% | -12% | -2% | 10
CCOC(=O)c1cc(NC(=O)c2ccc(C)cc2)c(=O)n2c1oc1ccc(Cl)cc12 | -8% | . | 0 | . | . | -12% | -32% | .
CCOc1ccc(NC(=O)COC(=O)C2CCC(=O)N2)c([N+](=O)[O-])c1 (stereo not given) | 9% | -8% | -13 | -14% | 12% | -9% | 3% | -5
CCOC(=O)C1=C(C(=O)OCC)N(CC2CCCCC2)CCC1=O | -13% | -20% | 4 | -1% | 0% | 16% | -14% | ?
Cc1cccc(C(=O)OCC(=O)NC2CC2)c1O | -2% | -5% | -1 | 12% | -6% | -11% | 3% | 12
CCc1cccc(C)c1Nc1c(-c2ccc(N3CCOCC3)cc2)nc2ncccn12 | ? | . | 2 | . | . | ? | 10% | .
O=C(COC(=O)c1cccc(Cl)c1)NC1CCS(=O)(=O)C1 (stereo not given) | -7% | 18% | 2 | 0% | 6% | 7% | -14% | 0
CCOC(=O)c1cnc2cc(F)c(F)cc2c1N1CCOCC1 | 13% | -4% | 2 | 0% | 4% | 4% | -11% | 7
COc1cc(C(=O)Nc2nc3ccccc3[nH]2)ccc1OC(F)F | 17% | -8% | 2 | -6% | 15% | -19% | 6% | 5
CCCc1c(C)nc2c(Br)cccc2c1Cl | 20% | -19%[57.1 µM] | 2 | 12% | 5% | 3% | -9% | 25
COc1ccc(/C=C2\Sc3ccc(C(=O)NCCN4CCCCCC4)cc3N(C)C2=O)cc1 | ? | -5% | -17 | 11% | -9% | -5% | . | -19
O=C(CCCN1C(=O)/C(=C/c2ccco2)SC1=S)Nc1cccc(C(=O)O)c1 | 2% | 4% | 16 | -10% | 2% | -19% | -11% | -21
CN(CC(=O)NC1(C)CCS(=O)(=O)C1)S(=O)(=O)c1ccc(Cl)cc1 (stereo not given) | 9% | 5% | 5 | -1% | 0% | 11% | 8% | 19
COc1ccccc1CC(=O)N1CCN(C(=O)c2ccco2)CC1 | -12% | 6% | -10 | -7% | 13% | -2% | 4% | -16
COC(CNC(=O)c1ccc2c(c1)ncn2-c1cc(C)cc(C)c1)OC | 14% | 1% | 1 | . | -1% | . | 2% | 4
Cn1c(=O)n(CC(=O)Nc2cccnc2)c2ccccc21 | 21% | -1% | -15 | -1% | -2% | -12% | -14% | -16
CN(C(=O)c1cccc(NC(=O)Cc2ccc(NC(=O)C3CCN(S(=O)(=O)c4cccc([N+](=O)[O-])c4)CC3)cc2)c1)C1CCCC1 | ? | 15% | 8 | 3% | 7% | 21% | -1% | -12
Cc1cc(NC(=O)C(Cl)Cl)cc2c1OCO2 | 10% | 6% | -8 | -7% | 5% | 0% | -8% | -5
CC1CCN(S(=O)(=O)c2ccc3c(ccc(=O)n3CC(=O)Nc3cccc(F)c3)c2)CC1 | 3% | . | -2 | ? | . | -3% | -18% | .
COc1cccc(-c2nc3c(c(SCC(=O)N4CCOCC4)n2)Cc2c(CO)cnc(C)c2O3)c1 | ? | -6% | 6 | -2% | -3% | -11% | 1% | 22
Cc1ccccc1C(=O)N1CCN(c2ccc(NC(=O)c3cccnc3Cl)cc2)CC1 | 44% | 4% | 0 | 4% | 10% | -8% | 8% | 0
CCc1cnc2c(c1SCC(=O)c1ccccc1)c(=O)n(C)c(=O)n2C | 23% | . | 7 | . | . | 17% | -26% | .
Cc1ccc(Nc2ncnc3c2oc2ccccc23)cc1 | 13% | 0% | 1 | -14% | -3% | ? | -5% | -2
O=S(=O)(Nc1ccc(O)c(Sc2nc3ccccc3s2)c1)c1ccc(F)cc1 | 24% | -12% | 1 | -64%[inhibitor] | 19% | -60%[inhibitor] | 4% | 19
CCC(C)NCCCCOc1cc(C)cc(C(C)C)c1 (stereo not given) | . | 11% | -12 | 7% | 0% | -1% | 4% | 0
CC1=CC2=NC(=O)/C(=C\c3cc(C)n(-c4ccc(F)cc4)c3C)C(=N)N2O1 | . | -2% | -3 | 0% | 1% | 28% | 3% | 0
O=C(c1ccc(N2CCCC2=O)cc1)N1CCN(c2ccccc2O)CC1 | 20% | -11% | 9 | -1% | 6% | 9% | -4% | -6
O=C(O)c1cccnc1C(=O)O | -19% | 2% | 2 | 2%&2% | 2% | 28% | 6% | 6
CCOc1ccc(NC(=O)CCC(=O)c2ccc(OC)cc2)cc1 | -5% | -2% | -3 | 0% | 11% | 19% | -15% | -12
Cn1ccs/c1=N\C(=O)Nc1cccc(C(F)(F)F)c1 | 0% | 0% | 1 | ? | 3% | 22% | -4% | -12
COC(=O)c1ccc(NC(=O)C(=O)NCCc2csc3nc(-c4ccccc4F)nn23)cc1 | -28% | . | 1 | . | . | 18% | 1% | .
Cc1nnc(NC(=O)CSc2nccn2-c2cccc(C)c2C)s1 | -17% | 1% | 3 | 11% | 5% | ? | 2% | -4
O=C(NCCF)C1Nc2ccc(OC(F)(F)F)cc2C2C=CCC12 (stereo not given) | 12% | 4% | 17 | -12% | 3% | ? | 3% | 11
CC1(C)Cc2cccc(OCC(=O)Nc3ccccc3N3CCOCC3)c2O1 | . | -2% | 1 | 5% | 6% | ? | -16% | 32
COc1ccc(CC(=O)Nc2nc(C)cs2)cc1S(=O)(=O)N1CCOCC1 | -18% | 3% | 3 | -1% | 1% | -3% | -8% | 14
Cn1cc(C(=O)Nc2ccc(Cl)c(Cl)c2)cn1 | 0% | 2% | -3 | 1% | 3% | ? | -6% | 10
O=C(Nc1ccc(S(=O)(=O)N2CCCC2)cc1)c1ccc(Cl)nc1 | 8% | 2% | -8 | 4% | 2% | -13% | -2% | 8
CC(OC(=O)Cc1c(F)cccc1Cl)C(=O)NCCC1=CCCCC1 (stereo not given) | . | -26% | 1 | 2% | 1% | ? | 20% | 9
COc1ccc(NC(=O)CN(C)C(=O)CNC(=O)c2sc3ccccc3c2Cl)cc1 | 13% | 5% | 7 | 1% | 1% | 8% | 6% | 15
CC(C)COc1ccc(C(=O)NNC(=O)c2ccc(=O)[nH]c2)cc1 | -13% | 0% | -7 | -4% | 7% | 3% | 5% | -8
Cc1cc(OCC(O)CNC(C)(C)C)ccc1Cl (stereo not given) | -16% | -1% | -9 | 1% | 6% | -3% | -14% | -13
Cc1ccc(-c2ccc(/C=C3\C(=O)ON=C3c3ccccc3)o2)c([N+](=O)[O-])c1 | 30% | ? | -3 | 9% | 0% | ? | 15% | -27

In a second layout: results already given
> C[C@@H]1CN([C@H](C)CO)C(=O)CCCn2nncc2CO[C@H]1CN(C)Cc1cccnc1
  FUS suppressor: -25%; EPAC2 antagonist: 2%; D3 ag: -6; aSyn yeast inh: -3%; EPAC2 ag: 12%; TDP-43 yeast inh: 15%; Abeta yeast res: -7%; D3 antag: -15

> CC(=O)c1ccc(NS(=O)(=O)c2ccc(C)cc2)cc1
  FUS suppressor: 24%; EPAC2 antagonist: -4%; D3 ag: -5; aSyn yeast inh: 9%; EPAC2 ag: 1%; TDP-43 yeast inh: -6%; Abeta yeast res: 5%; D3 antag: -15
